# Assay outcomes from PubChem.
# INS-1E GSIS act = primary screen for activators of insulin secretion dependent on glucose, INS-1E cells, GLuc reporter luminescence; hit rate 0.61% among 370,000; INS-1E GLuc reporter insulin secretion, 2-3 h; AID 743287; activation, % at 16.6 µM;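 active = lowest replicate activation of at least 40%, so every replicate reaches that level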;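 note: 0% = median of neutral control wells and 100% = median of IBMX positive control wells; some compounds called inactive have numbers as strong as hits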
# FN deposit inh = fibronectin deposition inhibition | AH1F fibroblasts, Alexa488-fibronectin deposition fluorescence, overnight | inhibition, % at 12.6 µM | hit rate 0.086% among 350,000 | AID 743247;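 active = mean inhibition across replicates of 30% or more, regardless of how many single replicates reach that level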;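 note: positive control wells lacked labelled fibronectin entirely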
#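 Material – AH1F fibroblast monolayer, labelled fibronectin deposition · Reagent – labelled fibronectin 24 nM · Timing – 1 h adhesion, overnight exposure · Measured by – fluorescence at 485 nm excitation, 525 nm emission · Read-out – inhibition of fibronectin deposition signal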
# miR-122 sensor = miR-122 inhibition in Huh7 cells | activation (reporter increase), % at 12.5 µM | hit rate 0.3% among 340,000 | Huh7 miR-122 Renilla luciferase sensor, 48 h; neutral wells = 0, positive control = 100;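 active = mean replicate activation score at least 90 and every replicate individually at or above 90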;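 note: higher luciferase means less miR-122 activity so hits act as miR-122 inhibitors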
# CFTR F508del cor = CFTR F508del correction in bronchial cells; CFBE cells, YFP halide quenching; stimulated with forskolin plus potentiator P3; % fluorescence drop versus neutral controls; activity (quench increase), % at 7.58 µM; hit rate 0.36% among 350,000; AID 720511;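 active = mean added fluorescence quench of at least 8% versus neutral control, with both replicates also reaching 8%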;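 note: cells transiently co-express mutant CFTR-F508del with the halide-sensitive YFP; corrector assay measuring rescue of mutant channel to the surface after 24 h compound exposure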
# Cneo AK release = Cryptococcus neoformans lysis via adenylate kinase release; C. neoformans lysis, adenylate kinase release luminescence, 4 h; normalised: neutral wells 0, clomiphene wells 100; lysis activity, % at 15 µM; hit rate 0.2% among 360,000; AID 651654;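 active = mean lysis activity across replicates of at least 80%, whatever share of replicates individually reach that level; inactive = mean lysis activity below 80%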
#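 Material: C. neoformans cells | Amount: Yeast cell density of 5 × 10^6 cells/mL | Medium: Fresh YPD growth medium | Dosing: Single dose | Times: Static 4 h at 37 °C with compound, 1 h detection | Detection: AK luminescence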
# PGC1a acetyl inh = lowers PGC1a acetylation signal in U2OS cells; AlphaScreen anti-acetyl-lysine; with virally co-expressed GCN5 acetyltransferase; inhibition, % at 15.6 µM; hit rate 0.17% among 350,000; AID 651687;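 active = every replicate shows inhibition of at least 40%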;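 note: 0% = neutral control wells and 100% = positive control wells; some results beyond the cut were filed as inactive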
# C2C12 statin = suppression of simvastatin myotoxicity | hit rate 0.78% among 330,000 | C2C12 myotubes + simvastatin, ATP luminescence, 48 h; scaled: DMSO 0, geranylgeraniol control 100 | rescue of ATP level, % at 7.49 µM;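 active = mean ATP rescue above about 67%, or every replicate alone reaching that limit, limit read from the data, passing the limit was not always enough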;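 note: myotubes were challenged with 10 µM simvastatin during compound exposure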
# PglD DTNB = inhibitors of Campylobacter jejuni PglD acetyltransferase. purified PglD enzyme, DTNB colorimetric CoA detection. inhibition, % at 12.5 µM. hit rate 0.098% among 360,000. AID 602405; in the data active = inhibition above about 16%, passing the limit was not always enough; note: strong numbers were not always called active
# Starred values were filed as active, the others as inactive; · = not tested or not shown; [ ] = remark or other dose.
SMILES,INS-1E GSIS act,FN deposit inh,miR-122 sensor,CFTR F508del cor,Cneo AK release,PGC1a acetyl inh,C2C12 statin,PglD DTNB
COc1ccccc1CN1CC[C@@H]2[C@H](CO)Nc3ccc(-c4cccc(F)c4)cc3[C@@H]21,8.0,8.8,6.5[16.7 µM],-2.9,-0.5,-37.7,-9.2,5.6
CC(C)CCNC1=CC(=O)CC(c2ccccc2)C1 (stereo not drawn),6.4,-3.8,-8.2,1.6,-6.2,-8.9,-8.4,-2.1
COc1ccc(-c2nc3ncccc3o2)cc1NC(=O)c1ccco1,31.0,-7.9,-0.4,1.8,-1.1,·,-14.7,-2.4
O=C(O)C1Nc2ccc(C(F)(F)F)cc2C2OCCC12 (stereo not drawn),-0.9,-14.5,-1.5,-1.3,-0.5,1.0,-3.7,5.8
COc1ccccc1-c1ccc2c(c1)O[C@H](CN(C)C)[C@H](C)CN([C@@H](C)CO)S2(=O)=O,-3.2,-1.6,-1.0[16.7 µM],1.3,5.1,2.0,-16.8,-1.5
COC(=O)c1ccccc1NC(=O)c1cn(-c2ccc(C)c(C)c2)c(=O)c2ccccc12,4.4,1.8,-0.3,·,-1.1,3.6,-41.1,2.9
COc1cccc(NC(=O)N2CCCC2C(=O)NC23CC4CC(CC(C4)C2)C3)c1 (stereo not drawn),-9.5,0.9,·,-4.6,-2.2,·,-15.5,2.8
C[C@H]1CN([C@@H](C)CO)S(=O)(=O)c2ccc(C#Cc3ccc(F)cc3)cc2O[C@@H]1CN(C)S(=O)(=O)c1cn(C)cn1,·,·,53.9[16.7 µM],0.4,-2.0,3.2,74.0*,-2.4
Cc1ccc(NS(=O)(=O)c2cc(C(=O)Nc3cccc(N(C)S(C)(=O)=O)c3)ccc2C)c(C)c1,·,2.3,22.1,-0.2,-1.4,5.2,·,-4.1
O=C(O)CCn1cc(-c2ccc(Cl)cc2)nc1-c1ccc(Cl)nc1,·,3.4,·,1.0,-2.5,·,14.1,-0.3
Cc1ccc(C(=O)Nc2ccc3c(c2)nc2n3CCSC2)cc1,·,-6.5,-4.5,·,-2.5,-5.3,-10.4,4.4
O=C(CCn1nnc2ccccc2c1=O)N[C@@H](Cc1ccccc1)C(=O)O,·,-0.4,-7.2,·,-2.7,·,·,-7.6
C[C@@H]1CN([C@H](C)CO)C(=O)c2cc(NS(=O)(=O)c3cn(C)cn3)ccc2O[C@H]1CN(C)Cc1ccccc1,5.2,·,-5.4[16.7 µM],-0.4,-1.6,·,-7.0,-2.0
CCCC(C(=O)NC1CCCC1)N(CCCN1CCOCC1)C(=O)c1snc(C(N)=O)c1N (stereo not drawn),25.4,·,-8.3,-1.4,-2.0,8.9,·,-5.6
O=C(Cc1ccccc1)Nc1nc(=O)c2ccccc2s1,·,·,-3.6,·,1.4,-7.8,·,-1.0
Cc1ccc(C)c(NC(=O)CN(C)C(=O)c2cccc(S(=O)(=O)N(C)C)c2)c1,-0.7,3.7,-1.9,-1.9,-1.5,-0.9,2.9,0.6
Cc1ccc2[nH]c(=O)c(COC(=O)c3ccccn3)cc2c1,·,·,-0.2,·,-0.6,-5.2,·,0.2
Cc1ccc(S(=O)(=O)N2CCN(Cc3nc4ccccc4[nH]3)CC2)cc1C,-12.0,·,·,·,-1.3,·,8.6,-2.7
CCOC(=O)C1=C(C)NC2=C(C(=O)CC(C)(C)C2)C1c1ccc2c(c1)CCCN2C (stereo not drawn),·,·,5.6,·,0.5,6.5,-8.7,-5.1
COc1ccc(NC(=O)c2ccco2)cc1S(=O)(=O)N1CCOCC1,1.6,-10.6,1.2,1.6,-0.1,2.3,-5.3,-0.3
CC(C)C(OC(=O)c1ccco1)C(=O)NCc1cccs1 (stereo not drawn),·,-9.7,-3.9,·,1.3,-8.0,-5.0,-1.1
COc1ccc(NC(=O)Nc2ccc3c(c2)C(=O)N([C@H](C)CO)C[C@@H](C)[C@@H](CN(C)C(=O)Nc2ccc(OC)cc2)OCCCC[C@@H](C)O3)cc1,8.8,-3.9,·,-1.4,·,-11.7,·,·
CCc1ccc(NC(=O)CN(C(=O)N2CCN(CC)CC2)S(=O)(=O)c2ccc(C)cc2)cc1,-2.2,1.3,-5.8,1.4,2.0,-4.8,9.5,-1.2
COc1ccccc1CCn1cnc2c3cc(C)ccc3n(C)c2c1=O,·,0.3,-2.4,·,-3.6,-7.9,-2.9,-4.3
Fc1ccc2nc(Nc3ccccc3)sc2c1,1.2,1.5,-0.2,3.2,-0.9,-11.5,10.6,-0.3

# Next part, overlapping the part above by 4 compounds.
SMILES,INS-1E GSIS act,FN deposit inh,miR-122 sensor,CFTR F508del cor,Cneo AK release,PGC1a acetyl inh,C2C12 statin,PglD DTNB
COc1ccc(NC(=O)Nc2ccc3c(c2)C(=O)N([C@H](C)CO)C[C@@H](C)[C@@H](CN(C)C(=O)Nc2ccc(OC)cc2)OCCCC[C@@H](C)O3)cc1,8.8,-3.9,·,-1.4,·,-11.7,·,·
CCc1ccc(NC(=O)CN(C(=O)N2CCN(CC)CC2)S(=O)(=O)c2ccc(C)cc2)cc1,-2.2,1.3,-5.8,1.4,2.0,-4.8,9.5,-1.2
COc1ccccc1CCn1cnc2c3cc(C)ccc3n(C)c2c1=O,·,0.3,-2.4,·,-3.6,-7.9,-2.9,-4.3
Fc1ccc2nc(Nc3ccccc3)sc2c1,1.2,1.5,-0.2,3.2,-0.9,-11.5,10.6,-0.3
CC(C)(C)NC(=O)C(c1ccc(Cl)cc1)N(CCO)C(=O)c1snc(C(N)=O)c1N (stereo not drawn),-5.4,-6.2,·,2.1,0.5,·,23.7,6.7
CC(C)NC(=O)NCC[C@H]1CC[C@H](NS(=O)(=O)c2ccc(Oc3ccccc3)cc2)[C@@H](CO)O1,2.5,-1.0,·,2.4,7.7,4.3,43.9,-4.2
N#Cc1c(NC(=O)c2ccccc2)sc2c1CCC2,·,20.3,110.7*,·,-6.0,-10.9,·,6.4
O=C(c1ccco1)N1CCN(Cc2nnnn2CC2CCCO2)CC1 (stereo not drawn),-0.2,-0.8,8.0,-2.2,-2.1,0.2,0.1,1.7
CCOC(=O)Cc1c(C)nc(-c2ccccc2)[nH]c1=O,11.3,·,5.6,·,-0.2,-21.1,-16.7,5.5
O=C(OC1C2C=CC1C1C(=O)NC21)c1ccccc1 (stereo not drawn),-4.5,-13.8,3.3,1.6,0.0,·,4.4,-0.5
Cc1ccc(C)c(N2CC(C(=O)Nc3cc(C)on3)CC2=O)c1 (stereo not drawn),0.3,-2.3,-2.0,1.7,-0.9,6.0,-1.4,-3.3
NC(c1ccccc1)c1csc(Nc2ccccn2)n1 (stereo not drawn),3.3,4.5,8.1,0.9,4.0,2.1,33.4,6.0
Cc1ccc(S(=O)(=O)NCC[C@H]2CC[C@@H](NC(=O)Nc3ccccc3F)[C@H](CO)O2)cc1,-3.9,·,·,-1.1,-3.4,-1.2,-0.4,-2.4
CCOc1cc(N2CCOCC2)c(OCC)cc1NC1=NCCCCC1,·,·,4.4,·,-2.2,-28.4,-7.6,-0.3
COc1ccc(N(CC(=O)N2CCc3ccccc3C2)S(=O)(=O)c2c(C)[nH]c(=O)[nH]c2=O)cc1,-6.4,-2.5,0.8,-1.5,7.6,-6.3,-2.4,0.3
Cc1cc(C)c(C)c(S(=O)(=O)N2CCN(c3ncnc4ccccc34)CC2)c1C,·,10.5,-4.6,2.6,-5.6,0.0,-15.0,-0.1
Cc1nn(C)c(C)c1NS(=O)(=O)c1ccc(OC(F)(F)F)cc1,8.3,0.4,·,2.5,-3.0,·,17.3,-4.2
CS(=O)(=O)c1ccc(NC(=O)c2cc3c(cc2Cl)N2CCCCCC2=NS3(=O)=O)cc1,15.4,4.7,·,-3.6,-4.0,·,0.8,-7.1
O=C(COC(=O)C1CC1)Nc1ncc(Cl)cc1Cl,4.8,-1.3,·,-3.5,·,·,-4.9,·
CO[C@H]1CN(C)C(=O)c2ccc(NC(=O)Nc3ccccc3F)cc2OC[C@H](C)N(Cc2ccccc2C(=O)O)C[C@@H]1C,-3.9,-19.0,·,-0.2,·,5.4,·,·
CN(CC(=O)Nc1n[nH]c(=S)s1)S(=O)(=O)c1cccc2cccnc12,-4.1,-0.4,7.7,-1.4,-0.8,4.5,1.1,0.5
CC(=O)c1cc2c(=O)c3ccccc3oc2nc1C,·,·,-8.4,·,-0.5,4.7,3.9,-0.1
O=C(CN1C(=O)NC(Cc2ccccc2)C1=O)Nc1ccccc1F (stereo not drawn),1.8,·,·,0.4,2.5,0.6,4.8,-2.1
COc1ccc(CCNC(=O)CN2CCN(c3cccc(Cl)c3)CC2)cc1OC,·,5.8,8.5,·,0.0,6.7,16.0,2.6
C[C@@H]1CN([C@@H](C)CO)C(=O)c2cc(NC(=O)Nc3ccc(C(F)(F)F)cc3)ccc2O[C@@H](C)CCCCO[C@H]1CN(C)Cc1ccc(C(=O)O)cc1,1.4,·,0.0[16.7 µM],-0.3,-1.8,-6.3,·,-4.9
Cc1noc(C)c1NC(=O)Nc1ccc2c(c1)C(=O)N([C@@H](C)CO)C[C@H](C)[C@@H](CN(C)S(=O)(=O)c1ccc(Cl)cc1)O2,18.9,·,3.4[16.7 µM],-0.8,6.3,1.8,2.9,0.6
CN1C(=O)c2cc(NC(=O)NCc3ccccc3)ccc2OC[C@H]2O[C@H](CC(=O)O)CC[C@H]21,-0.5,6.9,5.8[16.7 µM],0.7,6.9,-2.0,3.8,-0.7
Cn1c(=O)c(=O)n(C)c2cc(S(=O)(=O)N3CCC(N4CCCCC4)CC3)ccc21,-11.6,12.1,-10.8,·,·,16.4,-2.6,1.9
Cc1noc(C)c1S(=O)(=O)N(C)C[C@H]1Oc2ccc(NC(=O)C3CCCCC3)cc2CC(=O)N([C@H](C)CO)C[C@H]1C,-9.5,·,-3.0[16.7 µM],0.5,-4.6,5.7,5.8,1.5
COc1ccc(NC(=O)N(C)C[C@H]2Oc3ccc(NS(C)(=O)=O)cc3CC(=O)N([C@H](C)CO)C[C@@H]2C)cc1,-1.3,-8.6,-3.8[16.7 µM],0.6,-2.1,5.0,8.1,-2.0
COC(=O)c1ccc(/C=N\N2CCN(Cc3ccc(C)cc3)CC2)cc1,0.0,·,-0.8,-0.9,1.1,4.7,-18.5,-1.6

# Structures above with a thiophene ring, fused or not, in the order listed:
SMILES,INS-1E GSIS act,FN deposit inh,miR-122 sensor,CFTR F508del cor,Cneo AK release,PGC1a acetyl inh,C2C12 statin,PglD DTNB
CC(C)C(OC(=O)c1ccco1)C(=O)NCc1cccs1 (stereo not drawn),·,-9.7,-3.9,·,1.3,-8.0,-5.0,-1.1
N#Cc1c(NC(=O)c2ccccc2)sc2c1CCC2,·,20.3,110.7*,·,-6.0,-10.9,·,6.4

# Complete entries from above. Order of values: INS-1E GSIS act | FN deposit inh | miR-122 sensor | CFTR F508del cor | Cneo AK release | PGC1a acetyl inh | C2C12 statin | PglD DTNB
# CCOC(=O)Cc1c(C)nc(-c2ccccc2)[nH]c1=O as listed: 11.3 | · | 5.6 | · | -0.2 | -21.1 | -16.7 | 5.5
# CN1C(=O)c2cc(NC(=O)NCc3ccccc3)ccc2OC[C@H]2O[C@H](CC(=O)O)CC[C@H]21 as listed: -0.5 | 6.9 | 5.8[16.7 µM] | 0.7 | 6.9 | -2.0 | 3.8 | -0.7
